M. tuberculosis GlmU – inhibition of mycobacterial GlmU enzyme – biochemical, glucosamine-1-phosphate acetyltransferase (AID 1376); hit rate 0.25% among 220,000; M. tuberculosis GlmU acetyltransferase enzyme assay; higher % means a stronger effect; inhibition, %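 (tested at 30 µM in the primary screen)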; hits with a dose series show IC50 in µM; in the data active = inhibition above about 13%; inconclusive = no clear call, values can overlap the other calls;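 note: 0% = complete reaction with vehicle and 100% = reaction without substrate; strong numbers were not always called active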
RmlCD inh 1536 – M. tuberculosis RmlC/RmlD inhibition | inhibition, % at 3.6 µM | hit rate 0.03% among 160,000 | RmlC+RmlD coupled enzyme assay, percent inhibition; primary screen in compound mixtures | P9WH09+P9WH11; in the data active = inhibition mostly above about 34%, no sharp cut-off; inconclusive = no clear call, values can overlap the other calls; inactive = mostly below about 22%; note: some results filed as inactive read as strong as hits
Target sequence (P9WH09 whole entry, looked up): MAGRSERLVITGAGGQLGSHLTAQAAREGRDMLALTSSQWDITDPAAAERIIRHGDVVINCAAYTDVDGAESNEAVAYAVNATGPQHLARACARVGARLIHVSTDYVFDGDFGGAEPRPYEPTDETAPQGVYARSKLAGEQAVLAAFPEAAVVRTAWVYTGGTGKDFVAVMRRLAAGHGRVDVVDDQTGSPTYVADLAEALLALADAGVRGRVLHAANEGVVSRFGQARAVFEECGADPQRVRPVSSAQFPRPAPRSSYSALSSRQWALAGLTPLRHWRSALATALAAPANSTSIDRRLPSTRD
Target sequence (P9WH11 whole entry, looked up): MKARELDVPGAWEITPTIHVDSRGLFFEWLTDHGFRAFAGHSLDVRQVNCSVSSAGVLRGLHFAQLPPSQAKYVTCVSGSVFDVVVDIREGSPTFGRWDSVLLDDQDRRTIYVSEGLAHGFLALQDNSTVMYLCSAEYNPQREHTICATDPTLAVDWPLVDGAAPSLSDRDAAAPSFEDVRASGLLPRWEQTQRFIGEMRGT
Active calls of the source: *; u = inconclusive; x = not tested or not shown.

| SMILES | M. tuberculosis GlmU | RmlCD inh 1536 |
| --- | --- | --- |
| COc1ccc([N+](=O)[O-])cc1NC(=O)C(C)OC(=O)c1ccccn1 (centres undefined) | 2.1% | 9 |
| Fc1ccc(COc2ccccc2CNCc2ccncc2)cc1 | -0.2% | 5 |
| Cc1ccc(NC(=O)CN2C(=O)S/C(=C\c3cc(C)n(-c4cccc(C(=O)O)c4)c3C)C2=O)cc1 | 0.2% | x |
| CN1CCN(c2nc(Nc3cccc(C(F)(F)F)c3)nc(N3CCOCC3)n2)CC1 | -3.6% | 5 |
| CCN(CCNC(=O)C1=C(C)C(=O)OC12CCC(C)CC2)c1ccccc1 (centres undefined) | -0.3% | x |
| CCOC(=O)C(C(=O)NCc1ccc(C)cc1)c1ncc(C(F)(F)F)cc1Cl (centres undefined) | 1.5% | x |
| COc1ccc(OCC(O)CN2C(=O)c3ccccc3S2(=O)=O)cc1 (centres undefined) | -4.0% | 6 |
| CN(C)c1ccc(-c2nc3cnccn3c2Nc2ccc3c(c2)OCCO3)cc1 | 1.8% | 9 |
| CC(=O)NC(CC(=O)NC(C)c1ccc(Cl)cc1Cl)c1ccccc1 (centres undefined) | -1.8% | x |
| Cc1ccc(C(=O)/C=C\Nc2ccc(C)c(C)c2)cc1 | -5.0% | -9 |
| CC1CN=C(Nc2ccccc2)S1 (centres undefined) | 4.3% | u |
| CCOC(=O)c1ccc(OS(=O)(=O)c2ccccc2)c(OC)c1 | 2.7% | -4 |
| O=Cc1ccc(-n2cccn2)cc1 | -1.1% | -4 |
| Cc1csc(SCC(=O)c2c(N)n(CC(C)C)c(=O)n(C)c2=O)n1 | -0.8% | -7 |
| Cc1nnc(SCC(=O)Nc2ccc3c(c2)OCO3)[nH]c1=O | -4.0% | -12 |
| CCCS(=O)(=O)c1c(S(=O)(=O)CCC)c2ccc(C(C)=O)cn2c1C(=O)OC | -1.1% | 3 |
| COC(=O)C1=C(c2cc3ccccc3o2)C[C@@H]2CC[C@H]1N2C(=O)N1CCOCC1 | 0.4% | x |
| CCCCN(C(=O)Cn1nnc2ccccc21)C(C(=O)NCc1ccco1)c1ccncc1 (centres undefined) | 0.8% | x |
| Cc1cc(C(=O)Nc2ccccc2N2CCOCC2)c2ccccc2n1 | 3.0% | x |
| CSc1ccc(CN2CCN(C(C)C)C(CCO)C2)cc1 (centres undefined) | 0.3% | x |
| CCCC(=O)Nc1cc(OC)c(NC(=O)NC2CCCCC2)cc1OC | 2.6% | x |
| COc1ccc2nc(NC(=O)CSc3nc(SC)ns3)sc2c1 | -7.2% | 5 |
| COc1ccc(C(=O)NCC(=O)N2CCC(C)CC2)cc1OC | -7.4% | -1 |
| Cc1ccc2nc(-c3cccnc3)oc2c1 | -5.2% | -6 |
| Cc1csc(-c2coc3cc(O)cc(C)c3c2=O)n1 | 8.6% | x |
| N#Cc1ccccc1Sc1ccccc1C(=O)N1CCOCC1 | 4.1% | 14 |
| CCOc1cccc(/C(O)=C2/C(=O)C(=O)N(Cc3ccco3)C2c2ccncc2)c1 (centres undefined) | 4.3% | 8 |
| Cc1ccc(SC(C)C(=O)Nc2cccc(N(C)S(C)(=O)=O)c2)cc1 (centres undefined) | 0.2% | 104 |
| CN(CC(=O)Nc1ccncc1)S(=O)(=O)c1ccc(Cl)cc1 | -3.9% | 8 |
| CCOC(=O)c1cnc(SCC(=O)c2ccccc2)nc1N | -2.9% | -12 |
| O=C(O)CN1C(=O)C2(OCCCO2)c2ccccc21 | -3.9% | x |
| O=C(NCc1ccc(Cl)cc1)C(=O)c1c[nH]c2ccccc12 | -1.2% | 13 |
| CC(/C=C1\SC(=S)N(CC(=O)N2CCN(c3ccccc3)CC2)C1=O)=C\c1ccccc1 | 7.5% | 2 |
| COc1c(Cl)cc(Cl)cc1CNCCO | 8.7% | 4 |
| O=C(COc1ccc(S(=O)(=O)NCc2ccccc2)cc1Cl)NCC1CCCO1 (centres undefined) | 2.3% | -9 |
| CCOC(=O)C1(Cc2cccc(OC)c2)CCN(Cc2cccc(O)c2)CC1 | 0.2% | -5 |
| CCOc1cc(C(=O)OCC(=O)c2c[nH]c3ccccc23)ccc1OCC(=O)N1CCOCC1 | -3.4% | x |
| CCNC(=S)N/N=C(\C)c1ccc(N2CCOCC2)cc1 | -5.8% | -6 |
| O=C(c1cccnc1)N1CCc2ccccc2C1 | 7.3% | x |
| CN1C(=O)c2cccc3c(S(=O)(=O)Nc4ccccn4)ccc1c23 | 1.0% | x |

Rewritten as labelled records: 2 of the compounds above
COc1ccc(C(=O)NCC(=O)N2CCC(C)CC2)cc1OC
  M. tuberculosis GlmU = -7.4%
  RmlCD inh 1536 = -1
Cc1nnc(SCC(=O)Nc2ccc3c(c2)OCO3)[nH]c1=O
  M. tuberculosis GlmU = -4.0%
  RmlCD inh 1536 = -12

Not a retest: three of the compounds above.
| SMILES | M. tuberculosis GlmU | RmlCD inh 1536 |
| --- | --- | --- |
| CCCC(=O)Nc1cc(OC)c(NC(=O)NC2CCCCC2)cc1OC | 2.6% | x |
| COc1ccc2nc(NC(=O)CSc3nc(SC)ns3)sc2c1 | -7.2% | 5 |
| COc1ccc(C(=O)NCC(=O)N2CCC(C)CC2)cc1OC | -7.4% | -1 |

(listing goes on)
| SMILES | M. tuberculosis GlmU | RmlCD inh 1536 |
| --- | --- | --- |
| Cc1cc(C)c(S(=O)(=O)N2CCN(c3ccc([N+](=O)[O-])c(NCc4ccco4)c3)CC2)c(C)c1 | 7.9% | -6 |
| O=C1NC2(C=Cc3c(ccc4ccccc34)O2)Oc2ccccc21 (centres undefined) | -3.0% | 43 |
| COc1cccc(/C=C/C(=O)OCC(=O)Nc2cccc(S(=O)(=O)N3CCOCC3)c2)c1OC | -4.1% | -16 |
| O=C(Cc1ccccc1)OCCNC(=O)c1cccnc1 | -3.9% | 15 |
| Cc1ccc2[nH]c3c(c2c1)CN(C(=O)CN1CC(C)OC(C)C1)CC3 (centres undefined) | -2.2% | 5 |
| Cc1ccc(S(=O)(=O)N=S(CC2CC2(Cl)Cl)CC2CC2(Cl)Cl)cc1 (centres undefined) | -5.0% | -9 |
| NS(=O)(=O)c1ccc(NS(=O)(=O)c2cccs2)cc1 | 5.8% | 107 |
| COc1cc2c(cc1OC)C(c1cccs1)N(C(=O)c1cccnc1)CC2 (centres undefined) | -0.9% | -12 |
| O=C(NC(=O)N1CCC2(CC1)OCCO2)c1ccc(Cl)cc1 | 8.9% | x |
| COc1ccc(/C=N/n2cnnc2)cc1Br | 3.0% | 2 |
| O=C(NC1CCCCC1)C1CCCN1S(=O)(=O)c1cccc2nsnc12 (centres undefined) | -5.3% | -3 |
| O=C1NCCN/C1=C\C(=O)c1cccc(Br)c1 | 4.3% | 22 |
| O=c1cc(-c2ccccc2)nc(SCc2ccc(Cl)cc2)[nH]1 | -6.8% | 2 |
| FC(F)(F)c1cccc(N2CCN(c3ccc4nnc(-c5ccccc5)n4n3)CC2)c1 | 0.6% | 1 |
| COc1cc2cc(CN(CCCO)S(=O)(=O)c3ccccc3Cl)c(=O)[nH]c2cc1OC | 0.1% | 21 |
| O=C(COC(=O)c1cccnc1)c1ccc(Cl)cc1 | 4.6% | x |
| CC(C)c1cc(C(=O)Nc2cccc(C(F)(F)F)c2)no1 | -0.6% | 12 |
| O=C(Cn1nnc2ccccc2c1=O)Nc1cccc(S(=O)(=O)N2CCOCC2)c1 | -7.4% | 6 |
| Cc1cccc(NC(=O)c2cc(NC(=O)c3ccccc3)ccc2N2CCCCC2)c1 | -5.0% | x |
| Brc1ccc(C2CC(c3ccccc3)=Nc3ccccc3N2)cc1 (centres undefined) | 4.5% | -8 |
| CCCCN1C(=O)C(=O)N(c2ccccc2)C1=S | -5.3% | 3 |
| N/C(=N\OC(=O)COc1ccc(Br)cc1Cl)c1ccccn1 | 0.8% | -5 |
| Cc1ccc(NS(=O)(=O)Cc2ccccc2)nc1 | 6.4% | 3 |
| COc1cc(C(=O)N/N=C(\Cc2ncc[nH]2)c2ccccc2)cc(OC)c1OC | -6.0% | x |
| CCOC(=O)N1CCN(S(=O)(=O)c2ccc3[nH]cc(C(=O)O)c(=O)c3c2)CC1 | 0.8% | x |
| Cc1nn(-c2ccccc2)c(C)c1/C=N/N1CCN(c2ccccn2)CC1 | -2.8% | -17 |
| Cc1ccc(NC(=S)NNC(=O)Cn2nc(C(F)F)cc2C(F)F)cc1 | 4.4% | x |
| Cc1cc(Br)ccc1SCC(=O)OCC(=O)NCc1ccco1 | 1.2% | 5 |
| CCOc1ccc(NC(=O)CCN2CCN(S(=O)(=O)c3ccc(Cl)cc3)CC2)cc1 | 1.5% | -4 |
| CN1CCN(C(=O)N2c3ccccc3CCc3ccccc32)CC1 | 2.9% | 8 |
| O=S(=O)(c1ccccc1)N1CCN(c2nnc(-c3ccccc3)c3ccccc23)CC1 | -1.8% | 15 |
| Cc1cc(C(=O)CN2CCCC(C)C2)c(C)n1-c1ccc(F)cc1 (centres undefined) | 0.1% | -48 |
| O=C(O)c1ccc(NS(=O)(=O)c2cccc3nsnc23)cc1 | -2.8% | 11 |
| COC(=O)CN(Cc1ccccc1)S(=O)(=O)c1ccc(OC)c(OC)c1 | 0.5% | -9 |
| CCN(c1ccc(NS(=O)(=O)c2cc(Cl)ccc2Cl)cc1)C(C)C | -7.6% | 4 |
| S=c1[nH]nc(-c2ccc(Br)cc2)n1Cc1ccco1 | 3.4% | 47 |
| O=C(CSc1nnnn1-c1ccc(F)cc1)NNC(=O)c1ccco1 | 4.5% | -5 |
| COc1ccc(OC)c(NC(=O)c2cc(S(=O)(=O)NCc3ccco3)ccc2F)c1 | -0.5% | -9 |
| COCCNC(=O)CN(c1ccc(OC)c(OC)c1)S(=O)(=O)c1ccc(C)cc1 | 5.8% | 3 |
| CCOc1ccccc1Oc1ccc(C(F)(F)F)cn1 | -2.0% | x |
| O=C(O)c1cccc2c1C(=O)c1ccccc1C2=O | -4.1% | -1 |
| CC(C)c1ccc(NC(=O)C2CC(=O)Nc3nc4ccccc4n32)cc1 (centres undefined) | 12% | -6 |
| Cc1c(C(=O)N/N=C/c2ccc(O)cc2)sc(=S)n1C | 7.2% | 1 |
| O=C(CSCc1ccccc1Cl)NN1C(=O)c2ccccc2C1=O | -5.8% | -9 |
| COc1ccc(/C=N/Nc2cc(C)nc(-n3nc(C)cc3C)n2)c(OC)c1 | -0.7% | -7 |
| O=C(Nc1nnc(SCc2ccccc2Cl)s1)c1cccc([N+](=O)[O-])c1 | 3.1% | -7 |
| Cn1ccnc1Sc1ccc(C=O)cc1[N+](=O)[O-] | 3.1% | 3 |
| Cc1ccc(CNC(=O)c2nnn(-c3cccc(C)c3)c2N)cc1 | 8.0% | x |
| COC(=O)NNC(=O)COc1ccc(Br)c(C)c1 | 3.7% | 7 |
| Cc1csc(SCC(=O)NCCc2ccc(Cl)cc2Cl)n1 | -0.1% | x |
| CC(=O)NCCC(=O)Nc1ccc(F)cc1C | -3.5% | -6 |
| CCc1ccccc1NC(=O)Cc1cn(C)c2ccccc12 | 2.5% | 2 |
| CN1N=C2c3ccccc3CCC2C1c1ccc(F)cc1 (centres undefined) | -0.7% | 1 |
| COc1ccc(OC)c(S(=O)(=O)N(C)CC(=O)Nc2ccccc2OC)c1 | 8.1% | 0 |
| FC(F)(F)c1nc(N2CCCC2)ncc1-c1nnnn1-c1ccccc1 | 1.4% | x |
| CC(C)(C)C(=O)NCCCNc1ccc([N+](=O)[O-])cc1 | -0.9% | 9 |
| CCCN1C2CCCC1CC(NC(C)=O)C2 (centres undefined) | 1.3% | 5 |
| CC1CN(S(=O)(=O)c2ccc(C(=O)Nc3sccc3C(N)=O)cc2)CC(C)O1 (centres undefined) | -1.9% | -9 |
| CC1(C)Cc2c(c(-c3ccco3)[nH]c(=O)c2C#N)CS1 | 5.2% | 0 |
| NS(=O)(=O)c1ccc(NC(=S)NC2CCCCC2)cc1 | -4.3% | 7 |

(listing goes on)
| SMILES | M. tuberculosis GlmU | RmlCD inh 1536 |
| --- | --- | --- |
| C=CCOc1ccc(CNn2nnnc2N)cc1 | x | 2 |
| CC[C@H](C)[C@H](NC(N)=O)C(=O)NCCc1ccc(OC)cc1 | x | 2 |
| O=C(c1cc2ccccc2oc1=O)N(Cc1cccs1)Cc1ccccc1Cl | -1.8% | x |
| COc1ccc(OC)c(NC(=O)C(CCS(C)(=O)=O)NC(C)=O)c1 (centres undefined) | -4.2% | x |
| Cc1nn(C)c(C)c1/C=C(/C(=O)C(C)(C)C)n1cncn1 | -2.7% | -6 |
| O=C(CSc1nc(O)cc(=O)n1-c1ccccc1)Nc1nc2ccccc2s1 | -1.7% | 15 |
| CC(C)(C)C(=O)NC(=S)NNC(=O)C(c1ccccc1)c1ccccc1 | 2.6% | 0 |
| c1ccc(-c2nn3cnnc3c3ccccc23)cc1 | -2.1% | -8 |
| CN(CC(=O)Nc1cccc(F)c1)C(=O)CCCc1cccs1 | -1.1% | 7 |
| COc1cc(/C=C(\C#N)C(=O)Nc2ccc3c(c2)OCCO3)ccc1O | -0.9% | x |
| CCn1nc(C(=O)N2CCN(Cc3ccc4c(c3)OCO4)CC2)c2ccccc2c1=O | 10% | x |
| CCc1ccc(NC(=S)Nc2cc(C(=O)O)ccc2N2CC3CC(C2)c2cccc(=O)n2C3)cc1 (centres undefined) | -0.6% | 4 |
| Cn1c(=O)[nH]c(=O)c2c1nc(SCC(O)CO)n2Cc1ccccc1Cl (centres undefined) | -3.0% | x |
| CCOC(=O)c1c(C)[nH]c(C)c1C(=O)COC(=O)c1ccc(OC)c(OC)c1 | 2.3% | -12 |
| C[n+]1cn(CC(O)COCc2ccccc2)c2ccccc21 (centres undefined) | x | -8 |
| COC(=O)CCC(=O)OC1(C)C(=O)C=C2C=C(c3ccsc3)OC=C2C1=O (centres undefined) | 3.1% | x |
| N#Cc1c(N)nc(SCC(=O)NCCc2ccccc2)c(C#N)c1-c1cccs1 | x | 0 |
| CCCCN(CCCC)C(=O)CSc1nnc(-c2cc(OC)c(OC)c(OC)c2)o1 | -2.5% | -8 |
| CSc1nc(C)cc(SCC(=O)Nc2ccccc2)n1 | -5.5% | 12 |
| CCOC(=O)c1nnn(-c2nonc2N)c1CNC(C)C | -4.1% | 19 |

A portion of the library. The share of hits here may be higher or lower than overall.
